PGC1a acetyl inh: PGC1a acetylation modulation, inhibitor mode; U2OS PGC1a acetylation, AlphaScreen anti-acetyl-lysine; with virally co-expressed GCN5 acetyltransferase; inhibition, % at 15.6 µM; actives 0.17% (n = 350,000);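 active = every replicate shows inhibition of at least 40%; inconclusive = mean inhibition at least 40% but some replicate below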;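 also: 0% = neutral control wells and 100% = positive control wells; some results beyond the cut were filed as inactive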
PglD DTNB: PglD (C. jejuni) enzyme inhibition; actives 0.098% (n = 360,000); purified PglD enzyme, DTNB colorimetric CoA detection; inhibition, % at 12.5 µM; in the data active = inhibition above about 16%, passing the limit was not always enough; inconclusive = no clear call, values can overlap the other calls; also: strong numbers were not always called active
FN deposition inh: fibronectin deposition inhibition | AH1F fibroblasts, Alexa488-fibronectin deposition fluorescence, overnight | inhibition, % at 12.6 µM | actives 0.086% (n = 350,000) | AID 743247;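 active = mean inhibition across replicates of 30% or more, regardless of how many single replicates reach that level; inconclusive = mean under 30% yet at least half of replicates reach 30%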;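 also: positive control wells lacked labelled fibronectin entirely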
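Assay system: AH1F fibroblasts / Quantity: 10000 cells per well / Medium: DMEM plus 2% serum, read in PBS / Reagent: labelled fibronectin 24 nM / Dosing: single dose, pinned / Times: 1 h cell attachment, overnight exposure to compound and label / Signal: fluorescence, ex 485 nm, em 525 nm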
Active calls of the source: *; u = inconclusive. Some of the compounds tested (hit frequency here may not be typical).

SMILES	PGC1a acetyl inh	PglD DTNB	FN deposition inh
CCOc1ccccc1C(=O)NC1CCN(Cc2nnnn2C2CCCC2)CC1	-10.0	-2.3	1.0
CCOC(=O)NC1(C(F)(F)F)C(=O)N(Cc2ccccc2)C2=C1C(=O)CC(C)(C)C2 (configuration not stated)	6.1	4.6	1.0
CCCCNC(=O)c1ccc2c(=O)n(CCCOCC)c(=S)[nH]c2c1	-5.8	2.0	4.4
COc1ccc(CNC(=O)CCCn2c(SCC#N)nc3cc4c(cc3c2=O)OCO4)cc1	1.5	-0.3	8.4
O=C(Nc1ccc(N2CCOCC2)cc1)C1(S(=O)(=O)c2ccccc2)CC1	-7.2	1.4	-6.7
COC(=O)c1cn(NC(=O)c2cc(OC)c(OC)c(OC)c2)c(=O)c2ccccc12	-6.1	1.2	-7.8
COc1c(O)cccc1-c1nnn(CCC(=O)OCC(=O)c2ccccc2)n1	2.0	0.3	0.4
CCOC(=O)C(CC)n1cnc2c(oc3ccccc32)c1=O (configuration not stated)	-0.6	4.3	4.7
C=CCNc1ncnc2c1cnn2-c1ccc(OC)cc1	-9.5	-2.5	-8.0
O=C(CSc1nnc(Cc2cccs2)n1Cc1ccco1)Nc1ccc(Cl)cc1Cl	-19.7	3.5	12.9
CCOC(=O)C(Cc1ccccc1)NS(=O)(=O)c1ccc(NC(C)=O)cc1 (configuration not stated)	-3.9	-2.0	-19.3
COc1ccc(N(C(=O)c2ccccc2OC(C)=O)C(C)C2CC2)cc1 (configuration not stated)	-7.8	2.2	6.9
Cc1ccc(C(=O)Oc2ccc(Cl)c3cccnc23)cc1[N+](=O)[O-]	-3.7	-0.7	1.7
CCCCCn1c(CN2CCN(Cc3ccccc3)CC2)nc2c1c(=O)n(C)c(=O)n2C	3.0	0.9	-17.9
CC1CCCN(C(c2cccs2)c2nnnn2Cc2ccccc2)C1 (configuration not stated)	-25.1	0.3	-10.4
COC(=O)C1=C(C)NC(C)=C(C(=O)OC)C1c1ccccc1OCc1c(C)no[n+]1[O-]	3.3	3.5	0.1
CC(C)Cc1nnc(NC(=O)CCC(=O)Nc2ccc(F)cc2)s1	3.8	-1.0	-18.4
CC(C)(C)C(=O)Oc1cc(N)n(S(=O)(=O)c2ccccc2)n1	-6.7	3.5	3.1
Cc1ccc[n+](C(C)C(=O)Nc2ccc(C)c([N+](=O)[O-])c2)c1 (configuration not stated)	2.4	-2.4	-9.6
Cc1ccc(-c2noc(CCC(=O)Nc3ccccc3C)n2)cc1	-2.9	3.1	10.2

Grouped by structure, those above with a halogen (4)
SMILES	PGC1a acetyl inh	PglD DTNB	FN deposition inh
CCOC(=O)NC1(C(F)(F)F)C(=O)N(Cc2ccccc2)C2=C1C(=O)CC(C)(C)C2 (configuration not stated)	6.1	4.6	1.0
O=C(CSc1nnc(Cc2cccs2)n1Cc1ccco1)Nc1ccc(Cl)cc1Cl	-19.7	3.5	12.9
Cc1ccc(C(=O)Oc2ccc(Cl)c3cccnc23)cc1[N+](=O)[O-]	-3.7	-0.7	1.7
CC(C)Cc1nnc(NC(=O)CCC(=O)Nc2ccc(F)cc2)s1	3.8	-1.0	-18.4

Next part:
SMILES	PGC1a acetyl inh	PglD DTNB	FN deposition inh
O=c1cc(-c2ccccc2)[nH]c2[nH]n(-c3ccccc3)c(=O)c12	-4.0	4.0	13.4
Nc1ccc(Cl)cc1/C(=N/O)c1ccccc1	7.2	-0.6	6.6
COc1ccc(C(=O)NCc2n[nH]c(=S)n2-c2ccccc2)cc1OC	0.1	4.0	0.1
CCOC(=O)c1c(NC(=O)CSc2nnc(CNc3ccc(Cl)cc3)o2)sc(C)c1C	-4.8	-2.7	9.5
CC(C)N1C(=O)C2C(C(=O)NC3CCCCC3)C3C=CC2(O3)C1C(=O)NC1CCCCC1 (configuration not stated)	-2.4	4.4	5.2
CCn1c(=O)c2cc(S(=O)(=O)NC3CCCCC3)ccc2n(CC)c1=O	-15.6	13.1	4.2
CC(NC(=O)C1CCCN(C(=O)N(C)C)C1)c1ccccc1 (configuration not stated)	4.1	-2.5	-3.6
O=S(=O)(c1ccc(N2CCN(c3ccc(F)cc3)CC2)cc1)N1CCCC1	18.7	-5.5	3.5
Cn1c(SCc2ccon2)nc2ccccc2c1=O	u	2.8	-3.4
O=C(c1ccco1)N1CCN(c2ccc(Cl)c(Cl)c2)CC1	-4.8	-3.2	1.0
Nc1nonc1-c1nc2ccccc2n1CC(=O)O	-2.6	1.1	0.2
Oc1ccc(/C=N/Nc2cc(N3CCOCC3)nc(N3CCOCC3)n2)cc1	-13.1	-0.6	10.2
Cc1c(Nc2nc3ccccc3nc2NS(=O)(=O)c2cccs2)c(=O)n(-c2ccccc2)n1C	4.7	-8.1	5.6
COc1ccc(C(C(=O)NCc2ccccc2)N(Cc2ccc3c(c2)OCO3)C(=O)c2cnccn2)cc1 (configuration not stated)	-6.5	-6.6	6.2
CN(C)c1cccc(NC(=O)Cc2ccc(F)cc2)c1	-4.0	-1.3	8.4
COCCCn1c(=S)[nH]c2ncccc2c1=O	-1.2	-0.3	-2.4
CCc1ccc(N/C(SCc2cccc(F)c2)=C(/C#N)C(=O)NCc2ccco2)cc1	-34.6	-0.1	-2.3
O=C(COc1ccc2ccccc2c1)NC1=NCCS1	-11.1	-1.5	-9.3
CCCN1C(=O)c2ccc(C(=O)NCc3ccco3)cc2C1=O	-14.9	-3.3	-5.9
CCCC(=O)N1CCN(C2=NS(=O)(=O)c3ccccc32)CC1	4.6	3.3	0.7
COc1ccccc1-c1cc(C(=O)N/N=C/c2ccc(C)s2)c2ccccc2n1	-1.7	-1.9	-25.7
Cc1ccnc(N/N=C/c2ccco2)n1	6.5	6.1	-8.5
CS(=O)(=O)N(CC(=O)Nc1ccc2c(c1)OCO2)Cc1ccccc1	-2.6	2.0	3.3
O=C(Nc1nc(-c2ccccc2)cs1)c1cccc([N+](=O)[O-])c1	-17.5	-0.6	4.6
O=C(Nc1ccc(S(=O)(=O)N2CCOCC2)cc1)c1ccc(Br)o1	3.7	3.4	-0.7
Cc1nnc2sc(-c3ccc(NC(=O)CSc4ccc(Cl)cc4)cc3)nn12	-1.8	-99.8	2.4
Cc1ccc2c(c1)N(C(=O)c1ccco1)C(C)(C)c1ssc(=S)c1-2	-6.4	0.4	-8.4
Cc1ccc(S(=O)(=O)NC2CCCc3ccccc32)cc1C (configuration not stated)	-7.7	-1.0	-6.8
Cn1c2ccccc2c2c(C(=O)N3CCN(c4ccccc4)CC3)cn(C3CCCC3)c(=O)c21	2.0	-1.5	27.5
CN1CCN(Cc2oc(CO)cc(=O)c2O)CC1	-1.7	8.3	0.7
CN(C)S(=O)(=O)c1ccc(C(=O)N2CCC(c3nc4ccccc4o3)CC2)cc1	11.3	-1.4	16.0
O=C(CN1CCC(n2nnc3cc(F)ccc32)CC1)NC1CCCCC1	6.1	-3.4	8.0
C/C(NC1CCCC1)=C(/C#N)C(N)=O	2.1	3.9	4.9
COc1ccc2[nH]c(=O)c(CN(CCc3cccc(C)c3)C(C)=O)cc2c1	-1.1	-0.6	1.6
CCOc1ccc(C)cc1S(=O)(=O)NC1CCCCC1	-14.1	2.5	2.5
Cc1cccc(OCc2nnc(SCn3nnc4ccccc4c3=O)o2)c1	-8.4	0.5	-4.9
COc1cccc(N2C(=O)C(O)=C(C(C)=O)C2c2ccc(OC)c(OC)c2)c1 (configuration not stated)	-2.3	3.4	12.3
Clc1ccc(NNc2ccnc3cc(Cl)ccc23)cc1	5.1	-0.6	-0.1
Cc1cccn2c(=O)c3cc(C(=O)NCCCN4CCCC4=O)n(C)c3nc12	4.2	-4.6	-0.7
Cc1c(NS(=O)(=O)c2ccc3c(c2)c(=O)n(C)c(=O)n3C)c(=O)n(-c2ccccc2)n1C	-5.5	0.6	-1.8

Results in PGC1a acetyl inh and PglD DTNB (two entries from above):
mol	PGC1a acetyl inh	PglD DTNB
Cc1ccc(S(=O)(=O)NC2CCCc3ccccc32)cc1C (configuration not stated)	-7.7	-1.0
Cn1c2ccccc2c2c(C(=O)N3CCN(c4ccccc4)CC3)cn(C3CCCC3)c(=O)c21	2.0	-1.5

Further records
SMILES	PGC1a acetyl inh	PglD DTNB	FN deposition inh
CCCCCn1c(CN(C)Cc2ccccc2)nc2c1c(=O)n(C)c(=O)n2C	-44.5	-1.6	9.1
CC(C)Cn1c(SCC(=O)NC2CCCc3ccccc32)nc(O)cc1=O (configuration not stated)	2.9	6.2	21.6
CC(C)C(C(=O)NC(C)(C)C)N1C(=O)c2ccccc2C1=O (configuration not stated)	6.1	3.8	-10.2
CCC(C)(C)n1nnnc1C(C(C)C)N(CCN1CCOCC1)Cc1cc2cccc(C)c2[nH]c1=O (configuration not stated)	2.6	-0.4	1.1
CCN(CCCNC(=O)COc1cc(=O)n(C)c2ccccc12)c1ccccc1	-17.7	1.0	24.2
Cc1cc(C(=O)COC(=O)Cn2c(C(F)(F)F)nc3ccccc32)c(C)n1Cc1ccco1	8.8	-4.1	-25.0
CCOC(=O)N1CCN(c2cc(=O)n(Cc3ccc(F)cc3)c(=O)[nH]2)CC1	-26.8	-1.7	0.1
COc1ccc(C(=O)NC2CCN(C(=S)Nc3cc(C)ccc3C)CC2)cc1	-3.2	-0.6	-4.1
CC(c1nc2ccccc2o1)N1C(=O)c2ccccc2C1=O (configuration not stated)	12.6	-4.0	4.3
COCCNC(=O)c1cc2c(-c3ccccc3F)nn(C)c2s1	-3.1	1.4	3.4
O=c1oc2c3c4c(cc2s1)CCCN4CCC3	11.8	-4.3	1.8
O=C(Oc1cccnc1)c1cc(S(=O)(=O)N2CCCCC2)ccc1Cl	-3.2	1.5	7.4
COC(=O)[C@H](CCSC)NC(=O)Nc1ccc(C(C)C)cc1	-5.8	3.7	3.4
COc1ccccc1N(CC(=O)NC(C)(C)C)C(=O)Cn1nnc(-c2ccc(C)o2)n1	-10.7	0.1	2.3
Cc1cc(C)n(C(=O)CNC(=O)CCc2ccccc2)n1	-3.9	-7.6	-6.6
Cc1sc(NC(=O)c2ccco2)c(C(c2cccnc2)N2CCN(C)CC2)c1C (configuration not stated)	-4.5	7.0	8.7
O=C(CSC1=Nc2ccccc2C2=NC(Cc3c[nH]c4ccccc34)C(=O)N12)NC1CCCCC1 (configuration not stated)	4.8	-1.9	-5.7
Cc1ccc(Cn2c(=N)c(C(=O)NCc3ccco3)cc3c(=O)n4ccccc4nc32)cc1	4.7	1.2	3.4
O=c1[nH]cnc2sc3c(c12)CCCC3	10.0	2.4	-1.8
CCOC(=O)c1sc(NS(=O)(=O)c2ccccc2Cl)nc1C	10.3	-2.3	-4.0
O=C(CCCCCN1C(=O)c2ccccc2C1=O)Nc1ccc(S(=O)(=O)N2CCCCC2)cc1	-7.9	0.4	11.3
CCc1nnc(NC(=O)CN2CCN(c3nc(-c4ccccc4)cs3)CC2)s1	2.9	0.2	-0.7
O=C(c1ccc(Cn2cc(Cl)cn2)cc1)N1CCN(c2ccccc2)CC1	-4.8	2.4	14.9
COc1ccc(C2(CNC(=O)Cc3ccccc3)CCCC2)cc1OC	-5.7	2.2	-9.4
CCc1ccc(OCc2nnc(SCCN3CCOCC3)n2C)cc1	9.6	4.2	-3.4
COc1ccc(C(=O)Nc2oc(-c3ccccc3)c(-c3ccccc3)c2C#N)cc1	-21.6	-65.3	-8.2
Cc1ccc(/C=C/C(=O)O)cc1S(=O)(=O)N(CCO)CCO	36.3	-2.1	-33.1
Cc1c(C(=O)Nc2ccc(-n3cnnn3)cc2)oc2ccccc12	-8.9	-0.2	10.6
Cc1ccc2cc(C)c3nnc(SCC(=O)Nc4nc5c(s4)CCCC5)n3c2c1C	-7.5	3.3	5.0
CCSc1nc2ccccc2n1CC(N)=O	7.8	-19.5	-1.9
O=C(CN1CCOCC1)Nc1ncc(Cc2ccccc2Cl)s1	-11.0	-1.3	-3.7
O=C(CN1CCCCCC1)Nc1ccc(F)c(F)c1F	3.2	-4.4	-8.8
Nc1c(C(=O)NCCN2CCOCC2)c2nc3ccccc3nc2n1CCc1ccccc1F	-3.2	-4.3	1.8
COC(=O)c1c(NC(=O)CSc2nnnn2-c2ccc3c(c2)OCO3)sc(C)c1C	4.3	-3.9	-6.1
CCOc1ccccc1NS(=O)(=O)N(C)C	-2.8	-4.8	-7.3
CCOC(=O)C1CCCN(S(=O)(=O)c2cc(Br)cc3c2N(C(=O)C2CC2)CC3)C1 (configuration not stated)	2.3	-3.1	8.8
CN(C)c1ccc(C(=S)N2CCCCCC2)cc1	12.6	-0.4	-6.6
Cc1ccccc1NC(=S)NC(NC(=O)N(C)C)C(Cl)(Cl)Cl (configuration not stated)	-8.7	6.8	-1.1
COc1cc(-c2nc3cnccn3c2Nc2ccc3c(c2)OCCO3)ccc1O	-21.5	2.9	-3.6
COc1ccc2cc(CCNC(=O)CC(C)(C)C)c(=O)[nH]c2c1	-6.8	-4.8	7.5
CCc1cc2cc(C(=O)Nc3ccc(F)cc3)sc2s1	-7.9	7.0	-8.9
CO/N=C(\c1nonc1N)N1CCN(c2ccc([N+](=O)[O-])cc2Cl)CC1	-12.2	0.7	-3.7
CCOC(=O)c1sc(NC(=O)c2sccc2C)cc1C	-5.1	-3.8	-10.1
CCCCNC(=O)CNC(=O)c1cccs1	4.8	-1.8	-3.3
CCC(C(=O)Nc1nccs1)(C(F)(F)F)C(F)(F)F	4.8	-2.6	-3.6
Cc1ccc(Cl)cc1NS(=O)(=O)c1c(C)[nH]c(=O)[nH]c1=O	7.4	3.0	-8.2
